# Assay outcomes as filed in PubChem BioAssay.
# USP2a inh – USP2a (human) protease inhibition; USP2 core, Ub-CHOP2 coupled fluorogenic reporter, 485/531; 330,000 tested, 0.01% active; O75604; Potency, µM (highest dose often 38.3 µM), without a hit: at the top dose activity change, negative = inhibition, most hits filed as inhibitors;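 note: potency is the fitted concentration of half-maximal effect; plate controls were DMSO wells for no effect and full inhibition by NEM control for full effect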
#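 USP2 core (10nM final) preincubated 30min RT with compound in 20mM Tris-HCl pH 8.0, 2mM CaCl2, 2mM beta-mercaptoethanol, 0.05% CHAPS; 25nM Ub-CHOP2 plus 25nM reporter substrate added, fluorescence (Ex485/Em531) read after 60min.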
# B2AR arrestin – recruits beta-arrestin to the human beta2-adrenergic receptor; P07550; beta-arrestin recruitment to beta2AR, cell-based reporter; Potency, µM (doses to about 46.1 µM), for the others: at the highest dose activation, actives largely listed as activators; 330,000 tested, 0.02% active; AID 492947;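 note: potency is the fitted concentration of half-maximal effect; 0% = DMSO controls and full agonism = EC100 isoproterenol or metaproterenol; nearly all actives have a fitted effect of over 65% in size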
# Target sequence (P07550 whole entry, looked up): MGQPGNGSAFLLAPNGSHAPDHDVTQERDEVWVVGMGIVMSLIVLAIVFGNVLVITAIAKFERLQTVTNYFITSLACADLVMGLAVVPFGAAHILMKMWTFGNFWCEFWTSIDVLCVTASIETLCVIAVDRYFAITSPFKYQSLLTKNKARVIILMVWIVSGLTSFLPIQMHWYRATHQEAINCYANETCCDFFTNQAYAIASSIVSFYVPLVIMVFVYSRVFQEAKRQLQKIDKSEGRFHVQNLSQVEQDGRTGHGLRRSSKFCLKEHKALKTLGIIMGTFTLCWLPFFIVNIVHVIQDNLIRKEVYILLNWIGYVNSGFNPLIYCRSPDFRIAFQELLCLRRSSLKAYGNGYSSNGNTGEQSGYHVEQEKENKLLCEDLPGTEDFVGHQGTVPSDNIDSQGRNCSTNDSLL
# TCR act – activators of T cell receptors | primary human leukocytes, anti-CD3, IL-2 HTRF, 48 h | Potency, µM (doses to about 9.22 µM), inactives show top-dose activation of IL-2 secretion, actives largely listed as activators | 330,000 tested, under 10 active | AID 504894; note: % of control where 0% means no effect
#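 Readout: HTRF IL-2, Eu-cryptate/d2 antibody pair, 320nm excitation, 665nm emission. Stimulus: a-CD3 beads, no co-stimulation. Cells: primary human leukocytes. Exposure: 48 hr with compound.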
# BCR signal inh – blocks chronic active B-cell receptor signaling; ABC-DLBCL IkBa-CBG/CBR reporter, luminescence ratio, 4 h; Potency, µM (series often up to 46.1 µM), for the others: at the highest dose ratio change, negative = lower green/red ratio, actives largely listed as inhibitors; 340,000 tested, 0.05% active; active = well fitted inhibition curve with a large enough effect in the signal ratio, with a control signal flat, not every such curve was filed as active; inconclusive = small, poorly fitted or top-dose-only effect, or effect the other way, or a change in a side signal; the % refers to the signal ratio;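 note: potency is the fitted concentration of half-maximal effect; plate controls were basal doxycycline-induced cells for no effect and cells given 10 µM MG132 for full effect; MG132 reads +100%, hits lower the ratio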
#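 TMD8 ABC-DLBCL cells carrying doxycycline-inducible green luciferase fused to IkappaBalpha plus unfused red luciferase were exposed to compounds (up to 46 uM) for 4 hrs at 37C. Activity came from the overlap-corrected green/red luminescence ratio.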
# ELG1 DNA repair – ELG1-dependent DNA repair inhibition; HEK293T ELG1-luciferase reporter, luminescence, 16 h; DNA damage induced by 5-fluorouridine; Potency, µM (series often up to 46.1 µM), inactives show at the top dose activity change, negative = inhibition, most hits filed as inhibitors; 330,000 tested, 2.3% active; AID 504467; note: potency is the fitted concentration of half-maximal effect; % is set by controls: 0 for no effect and ±100 for the full control effect; nearly all actives have a fitted effect of over 55% in size
#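 Cells (2,000 per well) received 5-fluorouridine plus test compound or DMSO and were incubated 16 hr at 37 °C, 5% CO2. Luciferase activity was read by luminescence 30 min after ONE-Glo addition; signal suppression marked inhibition of damage-induced ELG1 function.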
# uPA surface inh – cell surface uPA generation inhibition. cell surface uPA generation assay, qHTS. Potency, µM (highest dose often 38.3 µM), without a hit: at the highest dose activity change, negative = inhibition, most hits filed as inhibitors. 330,000 tested, 0.31% active. AID 540303; active = well fitted inhibition curve with a large enough effect; inconclusive = small, poorly fitted or top-dose-only effect; inactive = no such curve, though single readings can be large or run the other way; tested in mouse RAW 264.7 cells; note: potency is the fitted concentration of half-maximal effect; % is set by controls: 0 for no effect and ±100 for the full control effect; nearly all actives have a fitted effect of over 55% in size
# Tb PFK block – T. brucei PFK enzyme inhibition. O15648. T. brucei PFK, ADP-Glo luminescence. Potency, µM (series often up to 57.5 µM), for the others: top-dose activity, negative = inhibition, usual class: inhibitors. 330,000 tested, 0.17% active;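 note: potency is the fitted concentration of half-maximal effect; 0% = uninhibited 1x PFK enzyme wells and -100% = no-enzyme wells; nearly all actives have a fitted effect of over 60% in size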
#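 PFK 1.25 nM, F6P 0.5 mM, ATP 0.1 mM, 0.1 M TEA pH 8.0, 5 mM MgCl2, 0.01% Tween20, 0.1% BSA; 45 min RT. ADP-Glo readout. qHTS titration up to 57 uM; curves fitted, compounds curve-classed.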
# TSG101-PTAP inh – blocks PTAP/TSG101 interaction to inhibit HIV-1 budding. 340,000 tested, under 10 active. Fluorescence polarization, FITC-PTAP peptide / Tsg101 binding. Potency, µM (doses to about 115 µM), without a hit: top-dose activity change, negative = inhibition, usual class: inhibitors; active = well fitted inhibition curve with a large enough effect in the main read-out, with a control signal flat, not every such curve was filed as active; inconclusive = small, poorly fitted or top-dose-only effect, or effect the other way, or a change in a side signal; inactive = no such curve, though single readings can be large or run the other way; note: potency is the fitted concentration of half-maximal effect; % of control where 0% means no effect
# Target sequence (Q99816 whole entry, looked up): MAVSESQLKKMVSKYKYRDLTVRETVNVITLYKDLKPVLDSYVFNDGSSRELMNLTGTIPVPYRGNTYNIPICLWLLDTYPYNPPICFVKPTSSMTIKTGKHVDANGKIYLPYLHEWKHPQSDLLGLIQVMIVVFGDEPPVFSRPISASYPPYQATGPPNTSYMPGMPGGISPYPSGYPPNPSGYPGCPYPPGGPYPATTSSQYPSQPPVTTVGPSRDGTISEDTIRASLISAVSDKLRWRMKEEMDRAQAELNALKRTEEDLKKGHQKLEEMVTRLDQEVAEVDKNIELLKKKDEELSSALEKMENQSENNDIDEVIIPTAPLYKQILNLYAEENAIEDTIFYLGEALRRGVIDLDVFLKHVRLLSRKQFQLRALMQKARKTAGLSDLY
#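 Fluorescence polarization binding of Tsg101 binding domain (10 uM final) to FITC-labeled PTAP peptide (50 nM final) in HEPES pH 7.5 buffer with NaCl, Tween 20, EDTA, TCEP. Compounds added before peptide; binding 20 min at RT.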
# TSHR antag – blocks TSH signaling through the human TSH receptor. activity change, negative = inhibition, % at 11.5 µM. AID 504810. 330,000 tested, 0.2% active. TSHR-expressing cells, TSH-stimulated cAMP HTRF, 2 h; active compounds read low. P16473;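 active = activity change below a set negative limit, meaning inhibition stronger than a set level, cut at about -70% in these data; inconclusive = activity change between two set negative limits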; note: % is set by controls: 0 for no effect and ±100 for the full control effect
#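 Read-out is FRET at 665 nm (cryptate excitation 337 nm) from a cryptate-tagged anti-cAMP antibody, competed by cell cAMP against cAMP-d2. Compounds are tested on freshly harvested TSHR cells challenged with 4nM TSH (EC80) for 2 hours at 37 deg C.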
# Eya2 phos inh – Eya2 (human) phosphatase inhibition. Potency, µM (top dose mostly 76.9 µM), inactives show at the top dose activity, negative = inhibition, most hits filed as inhibitors. recombinant Eya2, OMFP fluorescence dephosphorylation (OMFP is methylfluorescein phosphate). 330,000 tested, 0.006% active; note: potency is the fitted concentration of half-maximal effect; % is set by controls: 0 for no effect and ±100 for the full control effect
#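 Eya2 protein (added as 0.2 uM solution) was preincubated with compound for 10 min at ambient temperature in 50 mM HEPES pH 7.5, 50 mM NaCl, 5 uM MgCl2, 0.05% BSA, 1 mM DTT. OMFP (added at 50 uM) then reacted 10 min; fluorescence read at 485/525 nm.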
# Mito fusion yeast – blocks mitochondrial division or promotes mitochondrial fusion. S. cerevisiae fusion-defective mutant growth rescue, CellTiterGlo 48 h. Potency, µM (highest dose often 46.1 µM), without a hit: top-dose growth rescue (activation), most hits filed as activators. 320,000 tested, 0.23% active;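 note: potency is the fitted concentration of half-maximal effect; % of control where 0% means no effect; nearly all actives have a fitted effect of over 45% in size; temperature-sensitive fusion mutants such as fzo1-1 at 37 °C on non-fermentable ethanol glycerol medium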
#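 Yeast fusion mutant, YPEG (non-fermentable carbon), compound, 48 h at 37C non-permissive; CellTiterGlo added, 10 min RT, luminescence read. Rescued growth = division inhibition.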
# * marks the source's active call; other numbers are inactive results; ? = inconclusive; . = no result given; [ ] = another dose, or the depositor's remark. Unless noted, calls come from the whole dose curve; as a rule, active = well fitted curve in the direction sought with a large enough effect; inconclusive = small, poorly fitted or top-dose-only effect, or another doubt; inactive = no such curve, though single readings can be large; an effect the other way counts as inactive or inconclusive. Rows were taken by chance. Share with any hit: about 3%.
SMILES,BCR signal inh,USP2a inh,Tb PFK block,Eya2 phos inh,uPA surface inh,TCR act,TSG101-PTAP inh,B2AR arrestin,ELG1 DNA repair,TSHR antag,Mito fusion yeast
CC(NO)C(C)(C)NO (stereo unspecified),0%,2%,-1%,1%,0%,4%,1%,0.1%,4%,-3,-4%
CC(OC(=O)CN1C(=O)c2ccccc2C1=O)C(=O)NCc1ccccc1 (stereo unspecified),1%,0%,0%,-1%,1%,-6%,-5%,-0.2%,12%,23,-1%
CCCCOc1ccc(C(=O)OC(C)CN(C)C)cc1 (stereo unspecified),0%,-1%,0%,-6%,.,12%,-2%,-0.4%,0%,20,-8%
O=C(CSc1nnc(-c2ccncc2)n1CC1CCCO1)Nc1nccs1 (stereo unspecified),-3%,0%,-2%,-8%,5%,-1%[46.1 µM],-4%,-0.4%,11%,10,1%
COCCSc1ccccc1C(=O)N1CCc2ccccc2C1,-1%,0%,-2%,-23%,3%,-2%,0%,-0.4%,10%,1,2%
CCNc1ccc(S(=O)(=O)N(C)C)cc1[N+](=O)[O-],-4%,1%,-4%,-7%,-11%,17%,-1%,-1.7%,10%,-5,1%
COc1cc(C(=O)NCC(=O)OCC(=O)c2ccc[nH]2)cc(OC)c1OC,?,3%,4%,-17%,-1%,4%,1%,-0.3%,17%,-3,-4%
O=C(NC(=S)Nc1cccc(NC(=S)NC(=O)c2ccco2)n1)c1ccco1,?,0%,6%,1%,-1%,2%,-3%,?,14%,-3,-3%
O=C(Nc1ccc(Cl)cc1)c1ccc2c(c1)OCO2,?,0%,1%,-18%,-2%,-3%,-5%,-0.3%,?,-15,0%
Cc1cc(/C=C2/C(=N)N3C(=NC2=O)SN=C3S(C)(=O)=O)c(C)n1-c1ccccc1F,17%,3%,2%,-5%,-13%,-7%,-5%,-0.6%,?,-23,12%
CCC(C)[C@H](Nc1nc(-c2ccccc2)nc2c1oc1ccccc12)C(=O)O (stereo partly specified),11%,1%,-2%,-22%,-2%,1%,-4%,-0.5%,-1%,-13,12%
CC1CC2(CC(C)(C(=O)CSc3nc4ccccc4s3)OC2=O)C(=O)O1 (stereo unspecified),0%,0%,-7%,-29%,1%,4%,-5%,0.4%,0%,-1,-6%
CC[C@]12c3[nH]c4ccccc4c3CCN1C(=O)C(CC(=O)NCc1cccc(C(F)(F)F)c1)C[C@@H]2C(=O)N1CCN(C(=O)C2CC2)CC1 (stereo partly specified),3%,2%,7%,-2%,-2%,9%,-5%,-0.4%,-17%,10,.
Cc1cc(OCC(=O)NCCCN2CCCC2=O)c2c(C)cc(=O)oc2c1,1%,2%,-11%,11%,8%,1%,-2%,-0.5%,?,-7,1%
O=C(c1ccccc1)c1c[nH]c(C(=O)NNc2cccc(Cl)n2)c1,?,1%,-5%,-8%,4%,.,4%,-0.3%,-15%,-8,2%
Cc1ccccc1NC(=O)c1sc2nc(N3CCOCC3)c3c(c2c1N)CCCC3,?,0%,-1%,-3%,2%,-6%,9%,0.3%,?,-4,-13%
CCOc1ccccc1C(=O)N(CN1CCCC1=O)c1ccc(C)c(Cl)c1,6%,0%,-1%,7%,-1%,2%,2%,1.1%,2%,6,3%
NC(=O)NC(=O)CSc1nc(-c2ccccc2)c(-c2ccccc2)n1CC1CCCO1 (stereo unspecified),5%,2%,-2%,18%,-2%,-19%,0%,0.4%,-1%,0,12%
CCCNC(=O)COC(=O)c1ccc(-c2ccccc2)cc1,11%,1%,3%,3%,5%,-17%,0%,0.0%,3%,18,1%
CCCCCC1(C(=O)OCC)CC(CSC(=N)N)OC1=O (stereo unspecified),?,2%,-2%,9%,?,-6%,-7%,-0.5%,-9%,12,0%
COc1ccc(CCNC(=O)CN(C)S(=O)(=O)c2ccc3nc(C)sc3c2)cc1OC,0%,0%,-8%,11%,-4%,-4%,-6%,0.3%,?,8,2%
CC(C)C(NC(=O)c1ccccc1)C(=O)OCn1nnc2ccccc2c1=O (stereo unspecified),0%,3%,0%,14%,-9%,1%,-2%,0.1%,4%,-9,-2%
O=C(Nc1ccccc1C(=O)N/N=C/c1ccccc1)c1ccco1,?,0%,-20%,0%,-12%,3%,-4%,0.4%,?,16,-1%
CCN(CC(=O)Nc1cccc(OC)c1)C(=O)c1cnc(Cl)c(Cl)c1,11%,0%,1%,-8%,2%,-16%,-2%,-0.2%,5%,10,2%
O=C(C(=O)N1CCCCCC1)c1c[nH]c2ccccc12,?,1%,2%,0%,8%,0%,1%,0.1%,1%,-3,2%
CCOC(=O)C1=C(C)OC(N)=C(C#N)C1c1ccsc1 (stereo unspecified),0%,4%,7%,-10%,.,1%,-4%,0.1%,4%,4,-2%
O=C(O)CCC(=O)NNC(=O)CCC1CCCCC1,-1%,1%,4%,-2%,2%,-1%[46.1 µM],0%,-1.2%,-1%,20,-7%
CCOc1ccc(NS(=O)(=O)c2cc(OC)ccc2OC)cc1,-2%,1%,-1%,12%,-2%,5%,-7%,-0.3%,-4%,7,3%
O=C(CSCc1ccc([N+](=O)[O-])cc1)NCCSCc1ccccc1,5%,4%,1%,-3%,-1%,6%,-6%,-0.3%,-13%,-19,6%
COCCn1c(C)nc2oc3ccc(Br)cc3c(=O)c2c1=O,8%,0%,?,24%,-1%,2%,-3%,0.4%,11%,-12,1%
O=[N+]([O-])c1ccc(Sc2n[nH]c(-c3ccco3)n2)nc1,?,-1%,-2%,-3%,3%,-1%,0%,0.8%,0%,0,-7%
COc1ccc(N2CC(C(=O)NC3CCCCC3)CC2=O)cc1 (stereo unspecified),-6%,3%,-1%,1%,1%,2%,-3%,-0.1%,?,-2,-6%
CC(=O)c1cccc(NS(=O)(=O)c2ccc3c(c2)oc(=O)n3C)c1,0%,2%,-6%,-2%,.,0%,-6%,-0.1%,-18%,13,4%
O=C(COc1ncnc2sccc12)NC1CCCc2ccccc21 (stereo unspecified),1%,2%,11%,1%,-2%,3%[46.1 µM],-2%,-0.1%,-5%,2,-3%
O=C(OCc1cccc(F)c1)c1cc2ccccc2cc1O,?,-1%,1%,-7%,5%,11%,-1%,-1.4%,-19%,4,-2%
S=P(N1CC1)(N1CC1)N1CC1,4%,-1%,-29%,8%,-16%,4%,-11%,0.2%,5%,26,16%
Cc1ccc(SCC(=O)Nc2ccccc2C(=O)O)cc1,?,4%,0%,-7%,0%,0%,-5%,0.1%,?,-5,0%
COc1ccc(OCC(=O)N2CCN(S(=O)(=O)c3ccc(Cl)s3)CC2)cc1,0%,1%,-3%,17%,-13%,-7%,-5%,-0.8%,-16%,24,1%
Cn1c(CNC(=O)c2ccc(Cl)cc2)nnc1SCC(=O)NC1=NCCS1,2%,-4%,-8%,?,1%,-3%,-3%,0.4%,7%,9,-3%
CCc1c(O)nc(SCC(N)=O)n(-c2ccccc2F)c1=O,1%,-1%,3%,-4%,.,-8%,0%,-0.2%,-1%,-2,4%
Cc1ccc(NC(=O)c2sc(Cl)nc2C)c(C)c1,1%,1%,-1%,-24%,-4%,1%[46.1 µM],-2%,2.7%,15%,23,2%
Cc1oc(-c2cccc(Cl)c2)nc1CS(=O)(=O)CC(=O)NCCCN1CCOCC1,2%,0%,0%,1%,-1%,8%,-5%,0.1%,13%,-3,1%
Cc1ccc(N/C=C/C(=O)c2ccc(C)cc2)cc1,-11%,6%,3%,-6%,0%,-21%,1%,0.3%,?,0,0%
Clc1ccc2nc(-c3ccccc3)c(CN3CCOCC3)n2c1,15%,4%,-2%,6%,-1%,-36%,-4%,0.0%,-21%,-5,-6%
CC(C)c1nn2c(=O)cc(COc3cccc(NC(=O)c4ccco4)c3)nc2s1,?,0%,0%,3%,2%,3%,1%,0.5%,8%,18,0%
CCOC(=O)C1CCCN(C(=O)/C(=C/c2ccco2)NC(=O)c2ccccc2)C1 (stereo unspecified),-5%,1%,-2%,9%,0%,-6%,-2%,-0.6%,0%,7,-4%
COc1ccc(C(=O)N(C)c2ccccc2C(=O)NCCc2ccccc2)cc1,1%,2%,2%,12%,-14%,2%,-2%,0.2%,-6%,-6,2%
